EBI2 block: EBI2 receptor antagonists, beta-arrestin recruitment, primary screen, cell-based, luminescence, 7a,25-OHC stimulation, uHTS; G-protein coupled receptor 183 (Homo sapiens), P32249; 7a,25-OHC stimulated; inhibition, % at 5 µM; actives 0.81% (n = 360,000); in the data active means inhibition above about 38%;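 further: enzyme fragment complementation signal reports receptor beta-arrestin coupling in cells; 0% = agonist plus DMSO wells and 100% = wells without agonist; some results beyond the cut were filed as inactive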
Target sequence (P32249 whole entry, looked up, the tested form may be a part): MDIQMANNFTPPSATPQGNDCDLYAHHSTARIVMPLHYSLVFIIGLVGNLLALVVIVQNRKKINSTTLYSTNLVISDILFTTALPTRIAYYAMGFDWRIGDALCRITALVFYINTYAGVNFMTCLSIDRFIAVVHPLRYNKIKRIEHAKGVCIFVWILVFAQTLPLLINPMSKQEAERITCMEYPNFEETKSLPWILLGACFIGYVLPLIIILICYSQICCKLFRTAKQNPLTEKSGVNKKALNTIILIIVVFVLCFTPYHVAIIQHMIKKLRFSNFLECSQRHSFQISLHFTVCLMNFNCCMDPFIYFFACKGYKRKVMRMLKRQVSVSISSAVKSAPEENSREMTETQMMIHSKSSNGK
MPTP block: mitochondrial permeability transition pore inhibitors, primary screen, biochemical, isolated mouse mitochondria, absorbance | Ca2+ swelling absorbance, 30 min | inhibition, % at 10 µM | actives 1.4% (n = 360,000);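 active means inhibition of 50% or more, scaled per plate between neutral and stimulator controls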;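 further: 0% = DMSO wells given calcium and 100% = 1 mM EGTA wells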
CXCR6 block: CXCR6 receptor inhibitors, primary screen, cell-based, beta-arrestin, luminescence, CHO-K1 PathHunter, 1536-well. actives 0.36% (n = 360,000). AID 602244, 2012. C-X-C chemokine receptor type 6 (Homo sapiens), O00574. inhibition, % at 20 µM; in the data active means inhibition above about 34%, passing the limit was not always enough;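 further: antagonist mode with CXCL16 agonist at 10 nM final; 0% = 10 nM CXCL16 with DMSO and 100% = unstimulated wells without agonist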
Target sequence (O00574 whole entry, looked up): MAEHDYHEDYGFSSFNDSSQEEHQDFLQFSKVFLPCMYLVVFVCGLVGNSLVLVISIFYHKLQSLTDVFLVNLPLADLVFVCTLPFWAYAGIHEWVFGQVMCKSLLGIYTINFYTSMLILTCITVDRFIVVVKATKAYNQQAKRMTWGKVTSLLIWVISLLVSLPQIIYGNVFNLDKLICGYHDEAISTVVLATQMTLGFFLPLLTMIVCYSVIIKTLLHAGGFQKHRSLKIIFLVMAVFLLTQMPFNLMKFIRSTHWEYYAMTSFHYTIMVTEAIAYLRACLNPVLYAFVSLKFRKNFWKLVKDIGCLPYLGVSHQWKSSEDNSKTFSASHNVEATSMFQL
* = called active by the depositor. The list is partial, so the mix of outcomes need not match the whole.

Order of results – EBI2 block | MPTP block | CXCR6 block
CCN1C(=O)[C@H]2[C@@H](c3ccc(C(F)(F)F)cc3)N[C@]3(CCCN(Cc4ccc(F)cc4)C3=O)[C@H]2C1=O
 : 0 | 0.1 | -2
O=C(NCc1cc(Cl)cc(Cl)c1)c1csc([C@@H]2C[C@H](O)[C@@H](CO)O2)n1
 : 4 | -0.7 | -2
COc1ccccc1-c1cc2nc(-c3ccccc3)cc(N3CCN(C(=O)c4ccco4)CC3)n2n1
 : 9 | 0.3 | -10
CC(C)c1ccc(CC(=O)N2CCC2(C)C(=O)NCC(C)(C)C)cc1 (stereo not drawn)
 : -4 | 0.5 | 0
C[C@H](O)[C@@H]1C(=O)N2CCc3c([nH]c4ccccc34)[C@@H]2C[C@@H]1N(C)C(=O)Nc1ccc(F)cc1
 : -12 | 0.2 | -1
COc1ccc(C(=O)N2CCOCC2c2cc(C(=O)NCc3ccccc3)no2)cc1 (stereo not drawn)
 : -7 | 0.5 | 2
CSc1c2c([nH]c(=O)c1C#N)-c1ccccc1CC2
 : -11 | 1.2 | -7
CC(CC(=O)Nc1ccc2c(c1)c(=O)n(C)n2-c1cccs1)c1ccccc1 (stereo not drawn)
 : 11 | 0.2 | -1
Cn1ccn(CCCCCCn2ccn(C)c2=S)c1=S
 : -5 | -1.2 | 4
OC(c1ccc(F)c(F)c1)c1nc(-c2ccncc2)cs1 (stereo not drawn)
 : 7 | 4.8 | -2
CC(C)(C)c1nnc(NC(=O)CCC2CCCCC2)s1
 : -41 | -0.3 | 0
CC(C)=CCn1c2ccc(NC(=O)NCc3ccc(F)cc3)cc2c(=O)n1C
 : -4 | 1.0 | -13
CC1(C(=O)Nc2cnc3ccccc3c2)CCN1C(=O)CC(c1ccccc1)c1ccccc1 (stereo not drawn)
 : 75* | 1.8 | 11
COc1cc(NC(=O)C2CC(c3ccccc3O)=NO2)cc(OC)c1OC (stereo not drawn)
 : -13 | -0.3 | -10
C#CCNC(=O)C[C@@H]1C[C@@]2(C(=O)OCC)CCCC=C2N(Cc2ccco2)C1=O
 : -5 | 0.2 | 1
C[C@@H]1CN([C@H](C)CO)C(=O)c2c(c3ccccc3n2C)-c2ccccc2CO[C@H]1CN(C)Cc1ccc(-c2ccccc2)cc1
 : 0 | -1.9 | 7
CN1CCN(C(=O)C2Cc3c(-c4ccc5c(c4)OCO5)ccnc3O2)CC1 (stereo not drawn)
 : -9 | 0.0 | 0
O=S1(=O)CC(N2CCN(c3ccccn3)CC2)CN1Cc1ccccc1 (stereo not drawn)
 : -8 | -0.2 | -3
CC(C)C[C@H]1CN(CCCC[C@H]2CNC(=O)C(=O)N2CCC2CCCCC2)C(=O)C(=O)N1CCc1ccccc1
 : -3 | -3.5 | -2
CNC(=O)C[C@H]1C(=O)N(c2ccccc2)C[C@@H]1C
 : 0 | -3.1 | 3
COc1ccc(OC)c(N(CCN2C(=O)c3ccccc3C2=O)C(=O)C2CCC(=O)C2C)c1 (stereo not drawn)
 : -8 | -1.4 | 0
Cc1ccc(S(=O)(=O)N2C[C@H]3C(=O)C[C@@H](c4cccc(C)c4)N(S(=O)(=O)c4ccc(C)cc4)[C@H]3C[C@H]2c2ccccc2)cc1
 : 10 | 0.7 | 12
CC1(C(=O)Nc2ccc3[nH]ncc3c2)CCN1C(=O)CCc1ccccc1 (stereo not drawn)
 : -2 | -1.2 | 0
COc1cccc(C(C)(O)c2nc(-c3cc4ccccc4o3)cs2)c1 (stereo not drawn)
 : 7 | 88* | -12
COc1ccc(CN2C(=O)CCC2(C)c2nnnn2Cc2ccccc2)cc1 (stereo not drawn)
 : -8 | -0.3 | -9
Cc1ccc(S(=O)(=O)N2C[C@H]3C(=O)C[C@@H](c4ccccc4)N(S(=O)(=O)c4ccc(C)cc4)[C@H]3C[C@H]2c2ccccc2)cc1
 : 7 | 1.4 | 0
COc1ccc(OCc2nnc(SCC(=O)Nc3oc(C)c4c(C)n[nH]c(=O)c34)n2C)cc1
 : -7 | -1.2 | -7
CCOC(=O)CN(C(=O)c1snc(C(N)=O)c1N)C(C(=O)NCCC(C)C)c1ccc(C)cc1 (stereo not drawn)
 : -5 | 0.0 | 8
COc1ccc([C@@H]2[C@@H](C)N(c3ccccc3)c3ccccc3C(=O)N2Cc2ccccc2)cc1
 : 12 | -0.8 | 21
CC(C)C[C@H]1CNC(=O)C(=O)N1C[C@H](Cc1ccc(O)cc1)NC(=O)Cc1ccccc1
 : -5 | 1.1 | 4

Next compounds follow.
Order of results – EBI2 block | MPTP block | CXCR6 block
O=C(Nc1nccs1)c1csc([C@H]2C[C@H](O)[C@@H](CO)O2)n1
 : -6 | 0.3 | 9
COCc1cccc(-c2csc(C(N)c3ccc(F)c(F)c3)n2)c1 (stereo not drawn)
 : 0 | -1.9 | 9
COC(=O)[C@]12CCCCC=C1N(Cc1cccc3ccccc13)C(=O)[C@H](CC(=O)NCc1ccccc1)C2
 : 10 | -0.1 | 12
COc1ccc(C(C)(NC(C)=O)c2nc(-c3cccc(C(=O)O)c3)cs2)cc1 (stereo not drawn)
 : -14 | -0.2 | -15
CN1CCC(C)(C(=O)Nc2cccc3c2CCCC3)C1 (stereo not drawn)
 : -1 | 1.0 | 4
C(=C\c1ccccc1)/CN1CCN(C(c2cccc3ccccc23)c2nnnn2Cc2ccccc2)CC1 (stereo not drawn)
 : 64* | 5.3 | 12
CN(Cc1ccccc1)C(=O)c1csc([C@H]2C[C@H](O)[C@@H](CO)O2)n1
 : -4 | 0.4 | -2
CC1(C(=O)NS(=O)(=O)c2cccc(F)c2)CCN1C(=O)CC1CCCCC1 (stereo not drawn)
 : 3 | 1.6 | 0
CCOC(=O)c1[nH]c(=S)n(-c2ccccc2)c1C(=O)OCC
 : -10 | -1.5 | -7
CC1=CC(=O)C2(C)C(C)=C(C)C12C (stereo not drawn)
 : 3 | -1.0 | -1
O=C(Cc1ccccc1)NS(=O)(=O)c1ccccc1
 : 5 | -0.1 | 4
COc1ccc(CC(N)c2csc(NC(=O)c3cccc(OC(F)(F)F)c3)n2)cc1 (stereo not drawn)
 : -2 | 4.6 | -3
O=C(Nc1ccccc1)c1cccc2c(-c3cccnc3)coc12
 : 1 | 2.6 | -2
O=C(Cn1ncc2ccccc2c1=O)Nc1cccc(C(F)(F)F)c1
 : 2 | 0.3 | 0
CN(C)CCN(C(=O)c1ccc2ccccc2c1)c1nc2cc3c(cc2s1)OCO3
 : 7 | 1.3 | 30
O=C1CCSC2=C1SCc1sccc12
 : -6 | -0.3 | -16
Cn1c(N)c(C#N)c(-c2ccccc2)c(C#N)c1=O
 : 4 | 0.4 | 4
CC(C)C[C@@H](CN1CCC[C@@H]1CN1C(=O)C(=O)NC[C@@H]1Cc1ccc(O)cc1)N1C[C@H](Cc2ccc(O)cc2)N(CC2CCCCCC2)C(=O)C1=O
 : -6 | -0.5 | 0
COc1ccccc1N(C(C)=O)C1=C(Cl)C(=O)c2ccccc2C1=O
 : 3 | 51* | 96*
O=C1NC[C@@H](CCCCN2C[C@H](Cc3ccccc3)N(CCc3ccc(O)cc3)C(=O)C2=O)N(CCc2ccccc2)C1=O
 : 0 | -1.7 | 3
O=C1[C@H]2[C@@H](c3ccccc3)N[C@]3(CCCN(Cc4ccccc4)C3=O)[C@H]2C(=O)N1Cc1ccccc1
 : 4 | 0.0 | -3
CC(C)C1CC2=C(C(=O)OC(C)(C)O2)C(c2ccc(F)cc2)O1 (stereo not drawn)
 : -5 | -2.1 | 1
O=C(OCc1ccccc1)N1C[C@H](O)[C@H](O)C[C@@H]1c1c(Cl)cccc1Br
 : 12 | 0.4 | 9
CCCCN(C=O)c1c(CC)nc2c(OCc3ccc(S(C)(=O)=O)cc3)cccn12
 : -1 | -0.4 | -1
C[C@H]1CN([C@@H](C)CO)C(=O)c2cc(-c3ccccc3F)cnc2O[C@H]1CN(C)C(=O)C1CCOCC1
 : -7 | -0.7 | 4
CC1(C(=O)NS(=O)(=O)c2cccc(OC(F)F)c2)CCN1C(=O)c1ccccc1 (stereo not drawn)
 : 0 | -0.6 | -6
COc1cc(/C=C/CNC[C@H]2O[C@@H](n3cc(C)c(=O)[nH]c3=O)C[C@@H]2O)ccc1O
 : -3 | -1.2 | -2
O=C(NC1CCCC1)C1c2ccccc2OCC(=O)N1CCc1c[nH]c2ccccc12 (stereo not drawn)
 : 0 | -1.1 | -2
Cc1c(C(=O)NCc2ccccc2C(F)(F)F)sc(=O)n1Cc1ccc(S(=O)(=O)N(C)C)cc1
 : 8 | -0.1 | 1
COc1cc(C(=O)NCCC(=O)NCc2cccs2)cc(OC)c1OC
 : -4 | -1.0 | -3

Additional entries
Order of results – EBI2 block | MPTP block | CXCR6 block
COc1ccc([C@H]2N[C@]3(CCCN(Cc4ccc(C)cc4)C3=O)[C@H]3C(=O)N(Cc4ccccc4)C(=O)[C@@H]23)cc1
 : 2 | -1.2 | -1
CC(C)CC1C(=O)N(Cc2cn(CC3CCCCC3)nn2)CCS(=O)(=O)N1Cc1ccc(-c2ccc(Cl)cc2)cc1 (stereo not drawn)
 : 21 | -2.1 | -6
CC1(C(=O)NS(=O)(=O)c2cccc(Cl)c2)CCN1C(=O)C1(c2ccc(Cl)cc2)CCC1 (stereo not drawn)
 : -2 | 1.5 | -4
CCCOc1ccc(F)cc1-c1cc(C(=O)Nc2ccc(F)c(Cl)c2)[nH]n1
 : 29 | 37 | -5
CCOC(=O)C1=CC[C@@H](c2ccccc2C(F)(F)F)N(S(=O)(=O)c2ccc(C)cc2)[C@H]1c1ccc(C#N)cc1
 : 11 | 1.5 | 0
O=[N+]([O-])c1cc2c(c([N+](=O)[O-])c1)Nc1ccccc1O2
 : -25 | 55* | 18
O=C(OCC(=O)c1c[nH]c2ccccc12)c1ccc(F)c(S(=O)(=O)N2CCOCC2)c1
 : -4 | 0.3 | -2
CC(C)NC(=O)C1(C)CCCN1Cc1ccccc1C#N (stereo not drawn)
 : 2 | 0.0 | 0
CCN(CC)C(=O)c1ccc2sc([C@H]3C[C@H](O)[C@@H](CO)O3)nc2c1
 : -2 | -0.8 | 8
CCc1nc2ccc(C(=O)NCCNC(C)=O)cn2c1N(C)CCCc1ccccc1
 : -8 | -0.9 | 7
Cc1cccc(NC(=O)CN(C)S(=O)(=O)c2cnc[nH]2)c1C
 : 2 | -0.8 | 3
Cc1ccccc1-c1csc(C(O)c2cccnc2)n1 (stereo not drawn)
 : 5 | 1.0 | -17
CCOC(=O)C1CCCN(C(=O)c2cc(C)n(C(C)(C)C)n2)CC1 (stereo not drawn)
 : 5 | -0.1 | -8
Nc1cc(=O)nc2cn[nH]n12
 : 4 | -1.5 | -8
C#CCOCC1CNC(=S)O1 (stereo not drawn)
 : 9 | -0.6 | -1
CNc1cc(-c2ccc(OC)c(OC)c2)ncn1
 : -6 | 0.1 | -5
CCCCN1C(=O)C(CC(=O)NC(c2ccccc2)c2ccccc2)CC(C(=O)N(C(C)C)C(C)C)=C1C (stereo not drawn)
 : 4 | 0.6 | 8
COCCN(C(=O)c1ccco1)c1nc(-c2ccc(OC)cc2)cs1
 : 18 | -0.3 | -6
COc1cccc(-c2nc(-c3ccccc3)c3ccc(Cl)cc3n2)c1
 : -1 | 3.7 | 1
CCc1nc2c(OCc3cccc(Cl)c3)cccn2c1N(C)C(=O)C1CC1
 : 4 | 0.7 | 7
O=C(OCc1cn([C@@H]2C[C@H](c3ccccc3)N(Cc3cccs3)C[C@H]2O)nn1)c1ccccc1
 : 6 | -0.5 | 2
Cc1ccc(S(=O)(=O)N2C[C@H]3C(=O)C[C@@H](c4ccc(Cl)cc4)N(S(=O)(=O)c4ccc(C)cc4)[C@H]3C[C@H]2c2cccc3ccccc23)cc1
 : -8 | -0.4 | -4
O=C(CCCc1ccccc1)NCCS(=O)(=O)N1CCN(c2ccccc2)CC1
 : -7 | -0.2 | 1
COc1cc(C(O)c2nc(-c3ccc4ccccc4c3)cs2)ccc1F (stereo not drawn)
 : -4 | 0.6 | -6
O=C(NCc1cccnc1)c1cc(C2CCCN(C(=O)c3ccc4c(c3)CCO4)C2)on1 (stereo not drawn)
 : -6 | 0.8 | 0
COC(=O)c1cc([N+](=O)[O-])c(C)c(C)n1
 : -4 | 54* | -1
CN1OC[C@@H]2CN(C(=O)C(C)(C)C)[C@H](c3ccc(-c4cc5ccccc5o4)cc3)C[C@@H]21
 : 4 | -0.9 | 1

Entries from the list above that have a thiophene ring, fused or not:
Order of results – EBI2 block | MPTP block | CXCR6 block
CC(CC(=O)Nc1ccc2c(c1)c(=O)n(C)n2-c1cccs1)c1ccccc1 (stereo not drawn)
 : 11 | 0.2 | -1
O=C1CCSC2=C1SCc1sccc12
 : -6 | -0.3 | -16
COc1cc(C(=O)NCCC(=O)NCc2cccs2)cc(OC)c1OC
 : -4 | -1.0 | -3
O=C(OCc1cn([C@@H]2C[C@H](c3ccccc3)N(Cc3cccs3)C[C@H]2O)nn1)c1ccccc1
 : 6 | -0.5 | 2

Shown as labelled records: entries from further up
> Cc1cccc(NC(=O)CN(C)S(=O)(=O)c2cnc[nH]2)c1C
- EBI2 block: 2
- MPTP block: -0.8
- CXCR6 block: 3

> Cc1ccccc1-c1csc(C(O)c2cccnc2)n1 (stereo not drawn)
- EBI2 block: 5
- MPTP block: 1.0
- CXCR6 block: -17

> CCOC(=O)C1CCCN(C(=O)c2cc(C)n(C(C)(C)C)n2)CC1 (stereo not drawn)
- EBI2 block: 5
- MPTP block: -0.1
- CXCR6 block: -8
